Screening data from PubChem BioAssay.
WRN helicase inh: qHTS for Inhibitors of WRN Helicase; Bifunctional 3'-5' exonuclease/ATP-dependent helicase WRN (Homo sapiens), Q14191; WRN helicase unwinding, fluorescent forked duplex, kinetic; Potency, µM (highest dose often 114 µM), for the others: at the top dose activity change, negative = inhibition, most hits filed as inhibitors; 0.46% of 360,000 active; AID 651768, 2012; note: potency is the fitted concentration of half-maximal effect; % is set by controls: 0 for no effect and ±100 for the full control effect; nearly all actives have a fitted effect of over 55% in size
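Kinetic fluorescence helicase assay: unwinding of a quenched forked DNA duplex (100 nM final) with 2 mM ATP final raises red fluorescence (525/598 nm). Compounds sat 15 min at room temperature with 20 nM WRN beforehand.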
PLK1 PBD inh: qHTS for Inhibitors of PLK1-PDB (polo-like kinase 1 - polo-box domain): Primary Screen. Serine/threonine-protein kinase PLK1 (Homo sapiens), P53350. Plk1 PBD binding of FITC phosphopeptide, fluorescence polarization. Potency, µM, without a hit: max response, negative = inhibition, most hits filed as inhibitors. 2.8% of 360,000 active. AID 720504, 2013; note: potency is the fitted concentration of half-maximal effect; series mostly up to about 57 µM; % is set by controls: 0 for no effect and ±100 for the full control effect; nearly all actives have a fitted effect of over 65% in size
Target sequence (P53350 whole entry, looked up, the tested form may be a part): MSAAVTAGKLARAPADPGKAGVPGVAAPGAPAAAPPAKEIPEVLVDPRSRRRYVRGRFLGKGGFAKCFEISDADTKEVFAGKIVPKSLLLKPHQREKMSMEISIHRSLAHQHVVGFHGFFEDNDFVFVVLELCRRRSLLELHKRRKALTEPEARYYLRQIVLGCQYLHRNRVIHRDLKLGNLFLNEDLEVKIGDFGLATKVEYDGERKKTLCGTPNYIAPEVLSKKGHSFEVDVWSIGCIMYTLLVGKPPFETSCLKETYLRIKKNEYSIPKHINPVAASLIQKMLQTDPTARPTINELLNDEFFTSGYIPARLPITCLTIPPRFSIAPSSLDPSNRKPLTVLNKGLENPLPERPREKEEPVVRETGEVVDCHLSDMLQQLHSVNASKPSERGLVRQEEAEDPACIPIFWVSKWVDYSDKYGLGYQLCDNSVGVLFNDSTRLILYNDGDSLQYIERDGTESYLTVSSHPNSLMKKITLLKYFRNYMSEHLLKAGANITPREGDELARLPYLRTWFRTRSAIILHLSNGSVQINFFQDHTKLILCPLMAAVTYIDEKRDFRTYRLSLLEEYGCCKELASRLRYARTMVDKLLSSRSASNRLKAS
PI5P4Ka inh: qHTS for Inhibitors of phosphatidylinositol 5-phosphate 4-kinase (PI5P4K); Phosphatidylinositol 5-phosphate 4-kinase type-2 alpha (Homo sapiens), P48426; PI5P4Kalpha enzyme, ADP-Glo luminescence, 60 min; hits give low values; max response, %; 1.2% of 330,000 active; AID 652105, 2013; active = max response of -50% or lower; inconclusive = between -30% and -50%; inactive = -30% or higher; note: value at the top dose of about 77 µM; % is set by controls: 0 for no effect and ±100 for the full control effect
Target sequence (P48426 whole entry, looked up): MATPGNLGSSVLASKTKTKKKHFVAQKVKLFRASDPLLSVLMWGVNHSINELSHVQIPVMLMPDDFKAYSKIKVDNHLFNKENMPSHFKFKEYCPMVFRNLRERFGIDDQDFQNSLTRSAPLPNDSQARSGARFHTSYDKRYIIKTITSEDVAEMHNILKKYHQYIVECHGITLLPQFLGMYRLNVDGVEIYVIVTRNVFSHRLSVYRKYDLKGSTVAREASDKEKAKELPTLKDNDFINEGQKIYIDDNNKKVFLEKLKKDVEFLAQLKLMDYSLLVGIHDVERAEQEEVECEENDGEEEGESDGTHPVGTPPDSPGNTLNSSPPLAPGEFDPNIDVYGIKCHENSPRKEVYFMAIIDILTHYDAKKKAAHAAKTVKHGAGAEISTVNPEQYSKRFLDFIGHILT
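Compounds were pin-transferred onto PI5P4Kalpha and substrate in HEPES pH 7.4 buffer with EGTA, CHAPS and 5% DMSO. ATP (5 microM final) started the reaction, which ran 60 minutes at room temperature before ADP-Glo detection.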
EPAC1 antag: qHTS for Antagonist of cAMP-regulated guanine nucleotide exchange factor 3 (EPAC1): primary screen. EPAC1 GEF assay, Rap1b-BODIPY-GDP exchange fluorescence. Potency, µM (doses to about 115 µM), for the others: top-dose activity change, negative = inhibition, usual class: inhibitors. 0.14% of 360,000 active;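 note: potency is the fitted concentration of half-maximal effect; plate controls were vehicle for no effect and positive control for full effect; nearly all actives have a fitted effect of over 50% in size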
aSyn rescue: qHTS of alpha-syn Inhibitors | Yeast expressing alpha-synuclein, growth rescue, BacTiter-Glo, 24 h | Potency, µM (titrated, usually from 46.1 µM), for the others: at the highest dose growth rescue (activation), actives largely listed as activators | 0.14% of 370,000 active | AID 652106, 2013; note: potency is the fitted concentration of half-maximal effect; % of control where 0% means no effect; nearly all actives have a fitted effect of over 65% in size
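Readout is rescue of growth in alpha-synuclein-expressing yeast, so inhibitors of toxicity appear as activators. Growth after 24 hr at 30 deg C in galactose medium is quantified by luminescence.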
IL-2 act: qHTS of IL-2 Activators | IL-2 activation reporter assay, cell-based qHTS; stimulated with anti-CD3/CD4/CD28 beads; in transgenic mouse T cells | activation, % (series mostly up to about 46 µM) | 0.065% of 360,000 active; in the data active = activation above about 50%; inconclusive = mostly about 30% to 49%; note: 0% is about no effect
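Readout is EGFP and DsRed signal by fluorescent plate cytometry after 18 h at 37 degrees C. Transgenic mouse T cells (750/well) received compound for 60 min before bead stimulation (anti-CD3, anti-CD4, anti-CD28); memory T cells served as non-tolerant control.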
FUS yeast rescue: qHTS for Suppressors of FUS Proteinopathy: Primary screen using FUS-linked yeast assay; Potency, µM (series often up to 76.6 µM), for inactives: top-dose growth rescue (activation), usual class: activators; 0.24% of 390,000 active; AID 1347120, 2019; S. cerevisiae FUS-expressing, growth rescue, OD600, 24 h;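 note: potency is the fitted concentration of half-maximal effect; plate controls were DMSO vehicle for no effect and reference control for full effect; nearly all actives have a fitted effect of over 55% in size; some results filed as inactive show a strong effect at the top dose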
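Quantitative HTS measuring growth restoration of FUS-toxic yeast. Galactose-induced cells (OD 0.005) were exposed 24hr at 30C to compounds at several concentrations, then absorbance at 600 nm was recorded.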
EPAC1 agonist: qHTS for Agonist of cAMP-regulated guanine nucleotide exchange factor 3 (EPAC1): primary screen; EPAC1 agonist qHTS, biochemical assay; response scale: 100% = response to 6.5 mM cAMP; 0.073% of 360,000 active; Potency, µM (series often up to 154 µM), inactives show top-dose activation, hits mostly activators; Rap guanine nucleotide exchange factor 3 (Homo sapiens), O95398; note: potency is the fitted concentration of half-maximal effect; nearly all actives have a fitted effect of over 60% in size
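Multi-concentration qHTS readout: loss of Rap1B-bound BODIPY-GDP fluorescence driven by 100 nM EPAC1 with excess GDP (50 uM), monitored kinetically at room temperature; agonist response expressed relative to 6.5 mM cAMP.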
Abeta yeast res: qHTS for compounds that reverse cellular toxicity of Amyloid beta (A-beta) peptide in yeast: Primary Screen. yeast expressing A-beta42, growth rescue, OD600, 48 h; response scale: 0% DMSO, 100% iron-clioquinol control. Potency, µM (top dose mostly 46.1 µM), for the others: at the top dose growth rescue, actives largely listed as activators. 0.063% of 410,000 active; note: potency is the fitted concentration of half-maximal effect; nearly all actives have a fitted effect of over 55% in size
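Yeast growth medium received pinned compounds, then yeast cells expressing toxic A-beta were added; plates incubated at 30 C for 48 hr. Growth read as absorbance at 600 nm, normalized to DMSO and equimolar FeCl3 plus clioquinol controls.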
Active calls of the source: *; ? = inconclusive; · = no result given; [ ] = dose if it differs, or a comment. Unless noted, calls come from the whole dose curve; as a rule, active = well fitted curve in the direction sought with a large enough effect; inconclusive = small, poorly fitted or top-dose-only effect, or another doubt; inactive = no such curve, though single readings can be large; an effect the other way counts as inactive or inconclusive. Not all compounds are listed; the hit share may differ from the screen's.

molecule	WRN helicase inh	PLK1 PBD inh	PI5P4Ka inh	EPAC1 antag	aSyn rescue	IL-2 act	FUS yeast rescue	EPAC1 agonist	Abeta yeast res
CC[C@H]1CN2CC[C@@]3(C(=O)Nc4ccccc43)[C@@H]2C[C@@H]1/C(=C\OC)C(=O)OC	-3%	-6%	-5	5%	-2%	0.1	7%	-2%	-6%
COC(=O)C1=C(c2ccc(OC)c(OC)c2)C[C@@H]2CC[C@H]1N2C(=O)N1CCOCC1	3%	1%	-1	9%	2%	-0.1	-18%	-4%	21%
COc1ccc(C(c2nnnn2-c2c(C)cccc2C)N2CCC(n3c(=O)[nH]c4ccccc43)CC2)cc1 (configuration not stated)	-6%	5%	-1	-5%	14%	-0.8	?	9%	-1%
C=C1C(C)C2C(Cc3ccccc3)NC(=O)C23OC(=O)/C=C/C(O)CCCC(C)C/C=C/C3C1O (configuration not stated)	-1%	-2%	15	3%	-4%	-5.4	·	5%	-4%
O=C(c1ccc(CNS(=O)(=O)c2ccc(Br)cc2)cc1)N1CCC2(CC1)OCCO2	10%	4%	-1	5%	0%	-5.6	21%	-2%	-9%
COc1cccc(C(=O)C2CCCN(Cc3cccc4c3OCO4)C2)c1 (configuration not stated)	2%	3%	-2	1%	1%	-0.7	-28%	-6%	-4%
CN(Cc1cccc(-c2cccnc2)c1)C(=O)Oc1ccc([N+](=O)[O-])cc1	-6%	-2%	-3	-14%	2%	-1.2	7%	16%	-12%
COc1nc2ccccc2nc1N1CCN(C)CC1	2%[57.1 µM]	0%	-2	11%	-1%	0.5	-7%	0%	18%
c1ccc2c(CCNCc3ccc4c(c3)OCO4)c[nH]c2c1	5%	-2%	-2	-3%	3%	-2.4	1%	14%	-4%
CC1C(C)N1CC(O)Cn1ccnc1[N+](=O)[O-] (configuration not stated)	-2%	-6%	-7	2%	2%	-1.2	-20%	2%	-3%
Cc1ccc(-n2c(O)c(C=NCCC3=CCCCC3)c(=O)[nH]c2=O)cc1	-1%	-11%	1	1%	2%	-2.0	8%	4%	4%
COc1ccc(NC(=O)c2cn(CCC#N)nc2-c2ccccc2)cc1	7%	-12%	0	-4%	-3%	0.4	-2%	-2%	-18%
CCCNS(=O)(=O)c1ccc(OCC(=O)N2CCN(C)CC2)cc1	-3%	-4%	·	14%	-6%	-1.7	-3%	17%	0%
CCC(C(=O)N1CCC2(CC1)OCCO2)n1c2ccccc2c2nc(=O)cc(C)n21 (configuration not stated)	-8%	-28%	3	-7%	1%	1.1	-13%	5%	2%
COC(=O)C1=C(c2cccc(OCc3ccccc3)c2)C[C@@H]2CC[C@H]1N2C(=O)NCCCc1ccccc1	-3%	-8%	2	-4%	-1%	-3.4	?	2%	8%
COc1ccccc1CNCCc1cccc(Cl)c1	9%	-5%	-3	6%	-4%	-3.6	-11%	7%	15%
Cc1ccc(OCC(=O)N2CCN(C)CC2)c(Br)c1	-3%	-1%	-6	2%	1%	1.0	-15%	6%	6%
Cc1cc(C=C2C(=O)NC(=O)NC2=O)c(C)n1-c1ccncc1	-16%	?	-26	-15%	0%	-0.1	0%	6%	-13%
O=C(COc1ccc(Br)cc1)N1CCN(Cc2ccc3c(c2)OCO3)CC1	1%	-8%	1	-12%	0%	-1.1	-1%	12%	12%
CC1=NN(c2ccccc2)C(=O)/C1=C/c1c(O)[nH]c(=O)[nH]c1=O	-34%	-24%	-30	4%	-7%	-0.5	9%	-1%	-7%
O=C1c2ccccc2C(=O)N1Cc1nc2ccccc2c(=O)n1-c1cccnc1	-9%	-3%	3	7%	0%	0.3	24%	-3%	9%
O=c1[nH]c(O)c(N=Nc2cc(C(F)(F)F)ccc2Cl)c(=O)[nH]1	-13%	-1%	-27	1%	-4%	-0.7	-37%	-7%	-2%
CN(C)CC#CCOCCOCCC#N	0%	-1%	-4	-1%	1%	0.0	8%	2%	8%
COc1c(C)cc(C(=O)C2CCCN(Cc3cccc(C)n3)C2)cc1C (configuration not stated)	10%	-3%	-1	-21%	-1%	-0.5	-19%	-11%	-20%
COc1ccc(C(=O)Nc2cc(Cl)ccc2C(=O)O)cc1	2%	-22%	?	13%	-70%[inhibitor]	0.1	38%	-7%	-33%[inhibitor]

Record cards (already shown).
Profile of CC1C(C)N1CC(O)Cn1ccnc1[N+](=O)[O-] (configuration not stated) = WRN helicase inh = -2%; PLK1 PBD inh = -6%; PI5P4Ka inh = -7; EPAC1 antag = 2%; aSyn rescue = 2%; IL-2 act = -1.2; FUS yeast rescue = -20%; EPAC1 agonist = 2%; Abeta yeast res = -3%
Profile of C=C1C(C)C2C(Cc3ccccc3)NC(=O)C23OC(=O)/C=C/C(O)CCCC(C)C/C=C/C3C1O (configuration not stated) = WRN helicase inh = -1%; PLK1 PBD inh = -2%; PI5P4Ka inh = 15; EPAC1 antag = 3%; aSyn rescue = -4%; IL-2 act = -5.4; FUS yeast rescue = ·; EPAC1 agonist = 5%; Abeta yeast res = -4%

New compounds follow
molecule	WRN helicase inh	PLK1 PBD inh	PI5P4Ka inh	EPAC1 antag	aSyn rescue	IL-2 act	FUS yeast rescue	EPAC1 agonist	Abeta yeast res
Cc1[nH]n(-c2ccccc2)c(=O)c1C(C[N+](=O)[O-])c1ccccc1Cl (configuration not stated)	-27%	15µM*	3	4%	13%	-1.4	10%	4%	-2%
Clc1ccc(CNC2CN3CCC2CC3)cc1 (configuration not stated)	-2%	-4%	1	8%	2%	-1.3	2%	-11%	-3%
Cc1cccc(NC(=O)N2CCCC2)c1	7%	-8%	-2	3%	-9%	-0.1	-31%	8%	-11%
Cc1ccc(C(=O)NC(O)C(Cl)(Cl)Cl)cc1 (configuration not stated)	-18%	-27%	1	-5%	1%	-0.9	·	-3%	0%
CCCCn1nnnc1C(C1CC1)N1CCC2(CC1)C(=O)NCN2c1ccccc1 (configuration not stated)	6%	-3%	0	-16%	-2%	1.4	-11%	-15%	-20%
COc1ccccc1-n1c(O)c(C=NCCCn2ccnc2)c(=O)[nH]c1=O	-6%	0%	-1	1%	4%	-0.2	9%	-7%	-6%
CN1C(=O)C(=Cc2ccccc2Oc2ccc(Cl)cc2)C(=O)N(C)C1=O	45µM*	4.7µM*	?	-2%	1%	0.1	14%	·	-13%
CCCCCn1c(=O)c(C(=O)Nc2ccccc2)c(O)c2ccccc21	0%	4%	0	-21%	0%	0.1	-21%	2%	11%
CCCCC(=O)N/N=C/c1c(O)n(CC)c(=S)[nH]c1=O	-9%	2%	5	-3%	1%	-0.2	·	-16%	4%
COC(=O)C1=C(c2cccc(C#N)c2)C[C@@H]2CC[C@H]1N2C(=O)NCCO	5%	-3%	-3	-26%	5%	0.4	-30%	6%	1%
Cc1noc(C)c1CSCC(=O)Nc1ccc(C#N)c(Cl)c1	9%	-2%	-4	-15%	2%	-0.1	-5%	-4%	-10%
CN(C)c1ccc(NC(=O)CN2C(=O)CN=C(c3ccccc3)c3cc(Cl)ccc32)cc1	-7%	-5%	3	-15%	3%	-1.1	?	2%	17%
CC(C)CN1Cc2ccccc2-n2nncc2C1	5%	0%	3	-12%	-3%	-2.7	-39%[inhibitor]	-12%	6%
COc1ccccc1-n1c(O)c(/C=N/N2CCCCC2)c(=O)n(-c2ccccc2OC)c1=S	-4%	-9%	9	-16%	0%	1.1	24%	2%	1%
C[C@H](CO)N1C[C@H](C)[C@@H](CN(C)C(=O)Oc2ccc3ccccc3c2)OCc2cnnn2CCCC1=O	-5%	-9%	4	-6%	2%	-3.2	22%	0%	-4%
O=C1CSC2N1CCNC21CCCCC1 (configuration not stated)	4%	-7%	0	0%	1%	-0.2	-7%	0%	9%
COC(=O)C1=C(c2c(C)noc2C)C[C@@H]2CC[C@H]1N2C(=O)NCCCOC(C)C	-9%	-7%	-3	5%	-1%	-2.9	-15%	-1%	-5%
CCCCn1c(O)c(C(C)=Nc2cccc(C(=O)O)c2)c(=O)[nH]c1=O	6%	-4%	·	14%	-9%	-0.6	20%	3%	-6%
Cc1cc(OCC(=O)NC2CCS(=O)(=O)C2)c2c3c(c(=O)oc2c1)CCC3 (configuration not stated)	4%	1%	·	5%	-5%	-0.9	27%	-3%	-11%
Cc1ccccc1NC(=NCCCN1CC1)Nc1ccccc1C	3%	-9%	15	-12%	0%	-3.6	·	8%	-3%
CCc1ccc(-n2c(O)c(/C=N/N3CCCCC3c3cccnc3)c(=O)[nH]c2=O)cc1 (configuration not stated)	-7%	-13%	4	6%	0%	0.9	-3%	-1%	0%
CC1([N+](=O)[O-])COP(=O)(NC2CC2)OC1 (configuration not stated)	5%	-8%	3	-2%	0%	0.2	·	1%	-3%
Cc1ccccc1C(O)(Cc1ccccc1)C1CN2CCC1CC2 (configuration not stated)	9%	-5%	-4	-5%	-1%	-2.8	15%	15%	6%
O=C1NC(=O)C(=Cc2c(Cl)cccc2Cl)C(=O)N1	35µM*	4.7µM*	?	-2%	-1%	-0.2	·	6%	0%
CC1=CC(=O)OC2CC3OC4C[C@@H](C)C5OC6CC7O[C@]8(C)C/C=C\C9OC%10CC%11OC(CC(C)C%12OCCO%12)CC(O)[C@]%11(C)OC%10CC9OC8C[C@]7(C)O[C@]6(C)CCC5OC4C[C@]3(C)OC12 (some centres not stated)	-2%	-7%	-9	-13%	-9%	0.6	10µM*	-20%	7%
COC(=O)C1=C(c2ccc(F)cc2OCc2ccccc2)C[C@@H]2CC[C@H]1N2C(=O)NCCc1ccc(F)cc1	-5%	-4%	9	-1%	17%	-3.2	35%	4%	0%
